Assay outcomes (PubChem BioAssay)
GlmU inhibition = inhibition of mycobacterial GlmU enzyme – biochemical, glucosamine-1-phosphate acetyltransferase (AID 1376). M. tuberculosis GlmU acetyltransferase enzyme assay; higher % means a stronger effect. actives 0.25% (n = 220,000). one-dose inhibition, %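 (tested at 30 µM in the primary screen)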; IC50 in µM for titrated hits; in the data active means inhibition above about 13%; inconclusive means no clear call, values can overlap the other calls;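 further: 0% = complete reaction with vehicle and 100% = reaction without substrate; strong numbers were not always called active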
RmlCD inh 1536 = blocks M. tuberculosis RmlC and RmlD coupled enzymes; P9WH09+P9WH11; RmlC+RmlD coupled enzyme assay, percent inhibition; primary screen in compound mixtures; inhibition, % at 3.6 µM; actives 0.03% (n = 160,000); in the data active means inhibition mostly above about 34%, no sharp cut-off; inconclusive means no clear call, values can overlap the other calls; inactive means mostly below about 22%; further: some results filed as inactive read as strong as hits
Target sequence (P9WH09 whole entry, looked up): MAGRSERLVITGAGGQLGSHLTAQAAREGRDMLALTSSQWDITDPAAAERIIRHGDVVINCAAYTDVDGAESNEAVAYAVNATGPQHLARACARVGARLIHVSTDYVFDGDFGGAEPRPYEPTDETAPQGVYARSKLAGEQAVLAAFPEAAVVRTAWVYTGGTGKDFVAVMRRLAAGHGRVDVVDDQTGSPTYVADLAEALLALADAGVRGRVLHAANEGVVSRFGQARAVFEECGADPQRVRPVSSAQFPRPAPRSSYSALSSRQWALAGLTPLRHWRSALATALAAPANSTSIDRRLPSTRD
Target sequence (P9WH11 whole entry, looked up): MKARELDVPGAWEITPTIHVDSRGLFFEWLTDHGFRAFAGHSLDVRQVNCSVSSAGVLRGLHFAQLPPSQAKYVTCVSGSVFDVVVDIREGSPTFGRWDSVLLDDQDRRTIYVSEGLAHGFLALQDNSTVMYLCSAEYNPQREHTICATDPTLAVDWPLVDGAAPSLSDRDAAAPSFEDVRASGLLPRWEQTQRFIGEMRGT
* = called active by the depositor; ? = inconclusive; . = no result given.

The opening two entries (preview)
SMILES	GlmU inhibition	RmlCD inh 1536
N#Cc1cc2c(nc1SCC(=O)Nc1sc3c(c1C#N)CCC3)CCC2	0.2%	.
CC(=O)Nc1ccc(S(=O)(=O)N2CCN(C34CC5CC(CC(C5)C3)C4)CC2)cc1	-4.0%	-41

Results, previewed entries included:
SMILES	GlmU inhibition	RmlCD inh 1536
N#Cc1cc2c(nc1SCC(=O)Nc1sc3c(c1C#N)CCC3)CCC2	0.2%	.
CC(=O)Nc1ccc(S(=O)(=O)N2CCN(C34CC5CC(CC(C5)C3)C4)CC2)cc1	-4.0%	-41
Cc1oc(-c2ccccc2)cc1C(=O)Nc1cccc(C(=O)O)c1	4.0%	9
COc1cccc(CN2CCN(C(=O)c3ccco3)CC2)c1OC	5.0%	.
O=C(c1ccc(F)cc1)c1ccc(CN2C(=O)c3ccccc3C2=O)o1	1.1%	-5
CCOCCCNC(=O)C(c1ccc(Cl)cc1)N(Cc1cccs1)C(=O)CNC(C)=O (stereo unspecified)	2.0%	.
O=C(O)Cc1coc(-c2ccc(F)cc2)n1	-1.4%	3
CSC1=NC(C)(C)C=C(/C=C/c2c(Cl)cccc2Cl)N1	-3.5%	-8
OCCN1CCN(C(=S)NCCc2ccccc2)CC1	1.0%	-5
Cc1ccc(C)c(/C=C/C(=O)c2ccccc(=O)c2O)c1	7.2%	1
CCNc1nc(CC)nc2c1oc1ccccc12	2.0%	-15
CCOc1ccc(C(=O)N2CCc3cc(OC)c(OC)cc3C2)cc1OCC	-0.9%	3
Cc1ccc(NC(=O)OCc2cn(-c3ccc(Cl)cc3)nn2)cc1	.	-10
CC1SCC(=O)N(CC(=O)Nc2ccc3c(c2)OCO3)C1=O (stereo unspecified)	0.8%	-9
c1ccc(CN=C2NN=C(c3cc4ccccc4o3)CS2)cc1	-3.5%	-13
O=C(Cc1ccc(Cl)cc1)Nc1cccc(-c2nnc(-c3ccco3)o2)c1	-1.8%	16
C=CCn1c(SCC(=O)Nc2ccccc2)nc2scc(-c3cccs3)c2c1=O	5.0%	.
CCN(CC)C(=O)CSc1ncnc2sc(-c3ccccc3)cc12	0.0%	-4
O=C(NCCCN1CCOCC1)C(=O)N/N=C/c1ccccc1	-5.3%	.
O=C(O)C1=C[C@H](c2csc3ccccc23)C[C@H](OCCCCO)O1	4.1%	.
Cc1ccc(S(=O)(=O)NC(=O)Nc2ccccc2)cc1	-3.8%	-8
O=c1[nH]c(=O)n(Cc2ccco2)c2c1C(C(F)(F)F)(C(F)(F)F)N=C(CCc1ccccc1)N2	1.5%	9
COc1ccccc1NC(=O)CN1CCN(C(=O)c2ccco2)CC1	-5.7%	.
COCCNCC(O)CON=C1c2ccccc2-c2ccccc21 (stereo unspecified)	-1.1%	-8
Cc1cccc(N(C(=O)Cn2nnc(-c3ccccc3F)n2)C(C(=O)NC(C)(C)C)c2ccncc2)c1 (stereo unspecified)	1.2%	.
COc1ccccc1-n1cnc2cc(C(=O)NCC3CCCO3)ccc21 (stereo unspecified)	-2.4%	2
C=CCOc1ccc(CNc2ccc(NC(=O)CCC)cc2)cc1OCC	2.6%	17
CCOC(=O)c1cc2c(ccn2C)n1CC(=O)N1CCN(c2ccccc2)CC1	1.0%	10
CCCCOc1ccc(Cc2n[nH]c(=S)n2N)cc1	13%*	-4
N#CCOC(=O)c1c2c(nc3ccccc13)CCC2	3.4%	-7
CCOc1ccc2nc(SCC(=O)Nc3nonc3C)[nH]c2c1	-1.4%	12
O=C(CCc1ccc(S(=O)(=O)N2CCOCC2)cc1)N/N=C/c1cccc(O)c1	-2.4%	12
Cc1ccc(C)c(OCC(=O)N/N=C/c2c(C)nn(-c3ccccc3)c2Cl)c1C	8.2%	3
Cc1cccc2nc(-c3ccccc3)nc(N3CCC(O)(c4ccc(Cl)cc4)CC3)c12	-7.3%	.
O=C(Oc1ccc2c(c1)O/C(=C\c1ccncc1)C2=O)c1ccccc1	2.5%	5
O=C(c1ccco1)N1CCN(C(=O)C2CCN(S(=O)(=O)Cc3ccccc3)CC2)CC1	0.5%	-2
Cc1ccc(Nc2cc(C)nc(NCc3ccccc3)n2)cc1	-5.9%	-8
CCOC(=O)CN1CC23C=CC(O2)C(C(=O)NCCc2ccccc2)C3C1=O (stereo unspecified)	-5.5%	.
CC(C/C=N/NC(=O)COc1cc(Cl)ccc1Cl)c1ccccc1 (stereo unspecified)	-0.3%	-9
CCC(=O)Nc1cccc(-c2cn3cccc(C)c3n2)c1	2.3%	10

One compound at a time, from the list above. Values in the order: GlmU inhibition, RmlCD inh 1536
`CCC(=O)Nc1cccc(-c2cn3cccc(C)c3n2)c1` is listed with 2.3%, 10
`Cc1ccc(S(=O)(=O)NC(=O)Nc2ccccc2)cc1` is listed with -3.8%, -8

Single entries from the entries so far.
Entry for CCC(=O)Nc1cccc(-c2cn3cccc(C)c3n2)c1 in RmlCD inh 1536: 10
Entry for CC(C/C=N/NC(=O)COc1cc(Cl)ccc1Cl)c1ccccc1 (stereo unspecified) in RmlCD inh 1536: -9
Entry for CCOc1ccc2nc(SCC(=O)Nc3nonc3C)[nH]c2c1 in GlmU inhibition: -1.4%

New compounds follow.
SMILES	GlmU inhibition	RmlCD inh 1536
Cn1c(N)c(N=O)c(=O)n(C)c1=O	4.3%	-10
N#Cc1cnn(-c2ccc(F)cc2)c1N	-2.3%	.
Cc1nn(CCN)c(C)c1Cl	-3.6%	10
O=C(NCC1CC1)c1ccc(Oc2cc(Cl)cc(Cl)c2)o1	1.7%	16
OCCC1CN(Cc2ccc3c(c2)CCO3)CCN1Cc1ccc(F)cc1 (stereo unspecified)	1.9%	1
O=C(NCCCN1CCCCCC1)c1ccc(CS(=O)(=O)Cc2ccccc2F)o1	0.5%	-4
COc1ccc(C(Cl)=C(c2ccc(OC)cc2)c2ccc(OC)cc2)cc1	0.7%	.
Cc1ccccc1Cn1ccc(NC(=O)c2nc3ncccn3n2)n1	0.2%	6
CCOc1ccc(Br)cc1C(=O)N/N=C/c1ccc([N+](=O)[O-])cc1	2.5%	9
COCn1c(=O)c2c(nc(SC3=NCCS3)n2Cc2ccccc2C)n(COC)c1=O	0.7%	.
O=C(N/N=C/C1C(c2ccccc2)C1(Cl)Cl)c1cccc(Br)c1 (stereo unspecified)	-0.5%	-4
O=C(O)CN(Cc1ccccc1)S(=O)(=O)c1ccc(F)cc1	5.1%	.
COc1ccc(/C=C/C(=O)Nc2sc(Cc3ccccc3)c(C)c2C(N)=O)cc1	1.2%	-6
Cc1ccccc1-c1coc2cc(O)ccc2c1=O	-2.6%	41
CC(=O)OCCN(Cc1ccccc1)Cc1ccc2c(c1)OCO2	1.9%	7
Nc1c(C(=O)NCCN2CCOCC2)c2nc3ccccc3nc2n1Cc1ccco1	-0.8%	.
Cc1ccc(/C=N/N=C2\SCC(=O)N2CC2CC2)cc1	-1.8%	.
COc1cccc2cc(/C(C)=N/NC(=O)c3ccco3)oc12	5.1%	8
CCOc1ccc(N2C(=O)C3Sc4[nH]c(=O)sc4C(c4ccc(OC)c(OC)c4)C3C2=O)cc1 (stereo unspecified)	2.9%	-5
Nc1nc(-c2ccc(-c3ccccc3)cc2)cs1	-0.6%	-8
N#C/C(=C/c1ccc(C(=O)O)cc1)C(=O)NCc1ccccc1	3.3%	-5
Cc1ccccc1Cn1c(=O)n(CCCC(=O)NCc2ccco2)c(=O)c2ccccc21	4.3%	0
CCOc1ccc(C(=O)Nc2ccc(C(F)(F)F)n(C)c2=O)cc1	-3.2%	.
CC(C)CNC(=O)c1cc2nc3c(c(C(F)(F)F)n2n1)CCc1ccccc1-3	0.6%	8
COc1ccc(-c2cc(C(=O)Nc3ccc(S(=O)(=O)Nc4onc(C)c4C)cc3)c3ccccc3n2)cc1OC	0.5%	14
CN1CCN(c2ccccc2NC(=O)c2ccccc2F)CC1	-3.5%	-7
O=C1Cn2c(nc3ccccc32)-c2ccccc2N1	5.9%	.
CN1CCN(CC(=O)N2N=C(c3cccs3)CC2c2ccco2)CC1 (stereo unspecified)	4.5%	7
C/C(Cl)=C\Cn1c(O)c(N=NC(N)=S)c2cc(Br)ccc21	-0.7%	-11
CC(NC(=O)C1CC2CCCC(C1)C2=O)c1ccccc1 (stereo unspecified)	-1.6%	4
Cc1ccc(Nc2nc(NCC3CCCO3)nc(N)c2[N+](=O)[O-])cc1C (stereo unspecified)	5.2%	-7
CCc1ccccc1NC(=S)N1N=CCC1c1ccccc1 (stereo unspecified)	1.3%	-4
Cc1cc(C)n2c(SCc3ccccc3Cl)nnc2n1	5.9%	.
O=C(NCc1ccc(Cl)cc1)c1cc2ccccn2n1	-6.8%	9
Cc1occc1-c1nnc(SCC(=O)NCCc2ccccc2)n1Cc1ccccc1	0.4%	.
CCN(CC)c1ccc(CC(=O)NC(C)Cc2ccccc2)cc1 (stereo unspecified)	2.9%	-7
O=c1c(Cc2ccc(Cl)cc2)c(O)ccn1Cc1ccncc1	-0.2%	-3
CCC(CC)NC(=O)C1CCN(S(=O)(=O)c2cccs2)CC1	0.3%	-3
Cc1nc(C(F)(F)F)c(C(=O)N/N=C(\N)c2cccnc2)s1	-0.3%	.
Cc1nc(Cc2ccc(OC(C)C)cc2)[nH]c(=O)c1CC(=O)O	3.6%	-11

An excerpt of these results, with bars between the fields:
smiles | GlmU inhibition | RmlCD inh 1536
COc1ccc(/C=C/C(=O)Nc2sc(Cc3ccccc3)c(C)c2C(N)=O)cc1 | 1.2% | -6
Cc1ccccc1-c1coc2cc(O)ccc2c1=O | -2.6% | 41
CC(=O)OCCN(Cc1ccccc1)Cc1ccc2c(c1)OCO2 | 1.9% | 7
Nc1c(C(=O)NCCN2CCOCC2)c2nc3ccccc3nc2n1Cc1ccco1 | -0.8% | .
Cc1ccc(/C=N/N=C2\SCC(=O)N2CC2CC2)cc1 | -1.8% | .

The results go on.
SMILES	GlmU inhibition	RmlCD inh 1536
Cc1cc(C(=O)OCC(=O)Nc2cccc(S(N)(=O)=O)c2)c2ccccc2n1	-2.5%	.
CCC(=NC1CC1)c1c(O)n(C2CCCCC2)c(=O)[nH]c1=O	3.6%	-7
CCOC(=O)CC(NC(=O)CCc1c(C)nc2ncnn2c1C)c1ccc(C)cc1 (stereo unspecified)	-0.7%	0
C=Cn1ccnc1P(=S)(c1ccc(N(C)C)cc1)c1nccn1C=C	4.5%	0
O=[N+]([O-])c1cc(F)c(N2CCCC2)cc1N1CCNCC1	-5.4%	.
CC(=O)/C(=N\Nc1ccccc1)Sc1cccc2cccnc12	-0.3%	-7
CCOc1cc(C(=O)O)cc(Cl)c1OCC#N	4.2%	.
Cc1noc(NC(=O)c2cccc(C(F)(F)F)c2)c1Cl	-3.0%	2
COc1nc(NC(C)(C)C)nc(Oc2ccc(=O)n(-c3ccccc3)n2)n1	-4.1%	5
Cc1ccccc1C(=O)OC(C)CN1CCOCC1 (stereo unspecified)	-0.2%	6
COC(C(=O)NNC(=O)Cc1ccc(Cl)cc1)c1ccccc1 (stereo unspecified)	9.5%	-8
CCC(=O)NNC(=O)c1cc(COc2cc(Cl)cc(Cl)c2)on1	-8.8%	34
CN1C(=O)NC(c2ccccc2)C2=C1CN(Cc1ccccc1)C2=O (stereo unspecified)	-11%	.
COc1ccc(OC)c(C(=O)c2coc3ccc(O)c(CN4CCOCC4)c23)c1	2.2%	8
COc1ccc(N(C(=O)c2cccc([N+](=O)[O-])c2)S(=O)(=O)c2cccs2)cc1	3.0%	-10
COc1cccc(OC)c1OCCOc1ccccc1OC(C)C	-4.0%	-15
C#Cc1cccc(-n2nnc(C(C)=O)c2C)c1	8.9%	-10
OC(COc1cccc(OCC(O)CN2CCCC2)c1)CN1CCCC1 (stereo unspecified)	-4.3%	17
CCCCCn1c(CN2CCCCC2CC)nc2c1c(=O)n(C)c(=O)n2C (stereo unspecified)	-2.6%	.
CC(=O)NNc1cc(N2CCOCC2)nc(N2CCOCC2)n1	0.2%	-8
Cc1ccc(-n2c(CCC(=O)O)ccc2-c2cccs2)cc1	3.3%	.
FC(F)(F)c1nnc(-c2ccccc2)nc1Oc1ccc(Cl)cc1Cl	.	11
Cc1cc(C=C(C#N)C#N)c(C)n1-c1ccccc1	1.6%	-10
c1ccc(C2N3CCCN23)cc1 (stereo unspecified)	2.5%	5
Cn1c(=O)c2c(nc(NCc3ccco3)n2CC(O)COc2ccccc2)n(C)c1=O (stereo unspecified)	.	5
O=C(NC(=S)Nc1cccnc1)c1cc2ccccc2o1	8.1%	-13
CCOc1ccc(C(=O)NCc2cccnc2)cc1	2.7%	3
CCOC(=O)C1CN(S(=O)(=O)c2ccc(C)cc2)C1	0.1%	11
CCCn1c(N)c(C(=O)CN2CCN(S(=O)(=O)c3cccs3)CC2)c(=O)[nH]c1=O	-6.9%	.
C[C@H](NC(=O)OCc1ccccc1)C(=O)NNC(=O)[C@H](Cc1ccccc1)NC(=O)OC(C)(C)C	-0.3%	.
O=C(CSc1nc(O)cc(=O)n1-c1ccccc1)NC1CCCCC1	-1.8%	23
Cc1ccc(C)c(S(=O)(=O)NCc2ccc(C(=O)N3CC(C)OC(C)C3)cc2)c1 (stereo unspecified)	6.8%	.
COCCN1C=C2C(=O)C(C)(OC(=O)CCc3ccccc3)C(=O)C=C2C=C1c1ccc(C#N)cc1 (stereo unspecified)	-0.1%	.
O=C(NCCn1cc(SCc2ccccc2)c2ccccc21)c1c(F)cccc1F	3.4%	.
Cc1onc(-c2ccccc2Cl)c1C(=O)N1CCN(Cc2ccc3c(c2)OCO3)CC1	-3.1%	-17
COc1ccc(CC(=O)n2nc(-c3cccnc3)nc2N)cc1	?	.
Cc1ccsc1/C=N/Nc1cccc(C(=O)O)c1	-3.1%	.
O=C(CNc1cccc([N+](=O)[O-])c1)N/N=C/c1ccc([N+](=O)[O-])o1	-6.2%	5
Cc1ccc(/C=C/C(=O)N2CCN(Cc3ccccc3)CC2)o1	2.4%	1
CC(C)C(=O)NNc1ccc(C(F)(F)F)cn1	1.1%	-9

Only part of the results is shown, so the mix of outcomes need not match the whole.
